NTR1 agonist: NTR1-driven beta-arrestin-GFP spot formation – imaging, U2OS cells, high content, primary screen (AID 493036); P30989; agonist mode; activation, % at 20 µM; 330,000 compounds, 0.17% hits;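 active = activation at or above 40% of the spot to cytoplasm intensity ratio, with at least 20 cells analyzed; inconclusive = wells under 20 cells, flagged as cytotoxic or low count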;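 also: 0% = DMSO without peptide and 100% = 100 nM NTR1 peptide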
Target sequence (P30989 whole entry, looked up): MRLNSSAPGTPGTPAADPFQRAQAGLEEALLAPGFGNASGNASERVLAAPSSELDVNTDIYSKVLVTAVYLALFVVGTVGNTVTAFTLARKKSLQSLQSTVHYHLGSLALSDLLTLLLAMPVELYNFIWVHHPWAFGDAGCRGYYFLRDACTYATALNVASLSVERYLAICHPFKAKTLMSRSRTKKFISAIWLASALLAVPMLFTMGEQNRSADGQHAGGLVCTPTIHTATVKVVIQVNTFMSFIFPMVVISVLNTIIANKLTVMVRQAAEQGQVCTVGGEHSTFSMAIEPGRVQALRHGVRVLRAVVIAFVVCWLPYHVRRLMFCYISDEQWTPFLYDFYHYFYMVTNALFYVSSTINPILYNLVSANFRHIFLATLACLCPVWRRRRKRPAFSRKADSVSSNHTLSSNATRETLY
KOR beta-arrestin-1: KOR agonists, beta-arrestin recruitment, primary screen, cell-based, luminescence, uHTS (AID 1777); KOR beta-arrestin recruitment, luminescence; higher % means a stronger effect; one-dose activation, % at 10 µM; EC50 in µM for titrated hits; 280,000 compounds, 0.02% hits; in the data active = activation above about 50%, passing the limit was not always enough; also: a part of the inactive calls stands beside numbers as strong as those of hits
Myeloid diff 2: compounds promoting myeloid differentiation; 360,000 compounds, 1% hits; ER-HoxA9 myeloid progenitors, lysozyme-GFP differentiation, flow cytometry; calls only at 10 µM;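 active = normalized GFP-positive differentiation at or above the plate's own cutoff, the solvent-only control mean plus 3 SD; inconclusive = no clear call, values can overlap the other calls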;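 also: cells exposed to compound for four days before flow analysis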
NOD1 NF-kB reporter: NOD1 signaling inhibitors, primary screen, cell-based, luminescence, uHTS (AID 1578); NOD1-driven NF-kB luciferase reporter cells, luminescence; higher % means a stronger effect; inhibition, % at 4 µM, or EC50 in µM where a hit was titrated; 290,000 compounds, 1% hits; in the data active = inhibition mostly above about 36%, no sharp cut-off; inactive = mostly below about 34%;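 also: HEK-293T reporter cells stimulated with the NOD1 agonist gamma-tri-DAP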
GPR55 LPI antagonism: GPR55 antagonists blocking LPI-driven arrestin recruitment, primary screen, imaging, U2OS, beta-arrestin-GFP, LPI agonist (AID 2013) | U2OS GPR55 beta-arrestin-GFP translocation imaging, LPI antagonism; higher % means a stronger effect | inhibition, % at 10 µM; hits with a dose series show IC50 in µM | 290,000 compounds, 0.13% hits;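 active = spots per cell inhibited over 60%, with over 100 cells counted and total cytoplasm intensity under 500,000; inconclusive = wells with under 100 cells, flagged as likely toxic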;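 also: U2OS cells stably carrying GPR55 and arrestin-GFP stimulated by 5 µM LPI near EC80; imaged beta-arrestin-GFP aggregate spots per cell after agonist stimulation; plate controls were LPI-stimulated DMSO wells for no effect and DMSO wells without LPI for full effect; some results filed as inactive read as strong as hits; confirmed hits need IC50 under 10 µM and bright autofluorescent wells are also inconclusive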
KOR beta-arrestin-2: kappa opioid receptor blockers – cell-based, luminescence, uHTS (AID 1778); KOR beta-arrestin recruitment, luminescence, antagonist mode; higher % means a stronger effect; inhibition, % at 10 µM; hits with a dose series show IC50 in µM; 290,000 compounds, 0.091% hits; also: strong numbers were not always called active
T cell HTS: T cell immune modulation candidate; AID 2052; calls only at 7 µM; 2C CD8+ T cell-vesicle binding, flow cytometry; stronger effect = lower value; 330,000 compounds, 0.068% hits;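 active = response, share of CD8 T cells binding vesicles, and their 90th percentile fluorescence all below set limits, cut at about 80% in these data, passing the limit was not always enough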
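System: murine 2C transgenic CD8+ T lymphocytes; also added: QL9-loaded Drosophila micro-vesicles; times: binding 1.5 h at 37 °C; measured by: flow cytometry, PE anti-B7-1 (FL2) versus Alexa647 anti-CD8 (FL8), PFA-fixed; control set: Peptide-free naked vesicles (low) and QL9 vesicles with 0.7% DMSO vehicle (high)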
GPR55 activation: GPR55 agonists via beta-arrestin recruitment, primary screen, imaging, U2OS cells, beta-arrestin-GFP redistribution (AID 1961); activation, % at 10 µM, or EC50 in µM where a hit was titrated; 290,000 compounds, 0.048% hits; U2OS GPR55 beta-arrestin-GFP redistribution imaging; higher % means a stronger effect;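 active = activation above 40% with more than 50 cells counted in the well; inconclusive = wells holding fewer than 50 cells, flagged as toxic or sparse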;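 also: U2OS osteosarcoma cells stably expressing GPR55 and beta-arrestin-GFP; plate controls were DMSO negative control for no effect and LPI positive control for full effect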
HEK293 NOD2/NF-kB: inhibition of NOD2-driven NF-kB reporter – cell-based, luminescence, uHTS, HEK293 (AID 1566). HEK293 NOD2/NF-kB luciferase reporter, luminescence; higher % means a stronger effect. inhibition, % at 4 µM, or EC50 in µM where a hit was titrated. 290,000 compounds, 0.63% hits; also: many of its hits are not listed in these tables
T cell HTS vesicle-bound %: second read-out of T cell HTS, no call of its own (marks repeat the call); double positive events, %; measured here: CD8+ vesicle-bound cell fraction;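 binding gate set so that unloaded-vesicle control wells show 10% double positive cells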
NTR1 agonist cell count 20 µM: further read-out of NTR1 agonist, marked with its call; cell count; measured here: cell count, cytotoxicity flag
Myeloid diff 2 GFP+ MAC1+ %: recorded beside Myeloid diff 2, whose call it bears; GFP+ MAC1+ double positive, %; measured here: differentiation confirmed by MAC1 staining
The depositor's hits bear a star; i = inactive; ? = inconclusive; . = no result given; [ ] = remark or other dose. Rule as the data show it, unless noted: active = inhibition above about 50%; inactive = the rest.

nr	molecule	T cell HTS vesicle-bound %	KOR beta-arrestin-1	GPR55 activation	Myeloid diff 2	NOD1 NF-kB reporter	GPR55 LPI antagonism	KOR beta-arrestin-2	NTR1 agonist cell count 20 µM	HEK293 NOD2/NF-kB	T cell HTS	Myeloid diff 2 GFP+ MAC1+ %	NTR1 agonist
1	COc1ccc(/C=N/NC(=O)Nc2cccc3nsnc23)c(OC)c1	47.9	8.8%	0.1%	i	-25.2%	0.0%	12.6%	46	18.4%	i	0.6	3.9
2	O=C(NCC1OCCc2ccccc21)c1ccco1 (configuration not stated)	46.1	-3.7%	0.2%	i	-1.0%	18.4%	-36.8%	47	12.3%	i	1.3	1.2
3	CC(C)Oc1ccc(Br)cc1C(=O)N/N=C/c1c[nH]c2ccccc12	17.7	-12.0%	0.4%	i	-3.4%	0.2%	40.8%	80	-38.4%	i	0.8	12.4
4	Cc1ccc(C(=O)OCC(=O)NCc2cccs2)cc1C	63.7	1.5%	-0.2%	i	-21.7%	20.6%	-8.4%	81	5.7%	i	0.4	0.2
5	COC(=O)c1sccc1NC(=O)Nc1cc(OC)ccc1OC	58.2	-1.8%	-0.1%	i	-21.9%	1.2%	17.8%	69	7.9%	i	6.0	0.1
6	O=C(NCCc1c[nH]c2ccccc12)/C(=C\c1cccnc1)NC(=O)c1ccccc1F	30.3	-3.4%	-0.2%	i	-7.9%	4.9%	24.2%	51	15.7%	i	0.8	0.3
7	NC(=O)CC(NC(=O)Cc1ccc(Cl)cc1)c1ccc(NCCCN2CCCC2=O)c([N+](=O)[O-])c1 (configuration not stated)	17.4	1.3%	0.1%	i	2.6%	-2.7%	-32.0%[20 µM]	85	10.4%	i	1.4	-0.2
8	CC(C)c1nc2sc3c(NCc4ccccc4)ncnc3c2c2c1COC(C)(C)C2	42.5	-6.3%	-0.1%	i	-42.6%	-2.5%	44.3%	40	-12.2%	i	1.0	3.9
9	Cc1[nH]cnc1CSCc1ccc(F)cc1	31.6	-0.2%	0.0%	i	-45.5%	8.1%	-1.7%	50	3.3%	i	1.6	3.5
10	CCn1c(=O)c(C(=O)NNS(=O)(=O)c2ccc(Br)cc2)c(O)c2ccccc21	53.8	-0.7%	0.0%	i	-25.9%	-2.1%	-99.5%[20 µM]	32	-7.8%	i	0.9	1.8
11	O=[N+]([O-])c1ccc(-c2cn3nc(-c4ccccc4)c(-c4ccccc4)nc3n2)cc1	9.7	-0.9%	12.9%	i	-10.3%	2.0%	36.5%	42	49.9%	i	1.2	1.2
12	CCCc1nc(NC(C)=O)c(C#N)c(-c2ccco2)c1CC	62.1	6.3%	-0.2%	i	-3.2%	-1.3%	-0.9%	60	5.8%	i	6.1	1.4
13	COc1cccc(NC(=O)C2CCN(S(C)(=O)=O)CC2)c1	35.5	3.7%	-0.2%	i	-30.4%	-3.2%	7.8%	47	-13.5%	i	0.8	0.3
14	CN(CCC1CCOCC1)C(=O)CC1C(=O)NCCN1Cc1ccccc1F (configuration not stated)	2.1	-4.0%	0.2%	i	-24.8%	-0.1%	-0.2%	69	6.1%	i	0.9	-1.3
15	CCN(CC)c1ccc(/C=N/NC(=O)CNC(=O)c2ccc3c(c2)OCCO3)cc1	26.4	-1.9%	0.1%	i	-11.4%	-11.7%	-9.0%	33	22.6%	i	1.9	0.0
16	O=c1ccc(-c2ccc(S(=O)(=O)NCC3CCN(Cc4cccc(F)c4)CC3)s2)n[nH]1	21.1	6.0%	0.0%	?	-16.1%	4.0%	-18.7%	61	-1.9%	i	.	0.4
17	CCOC(=O)C1C(c2ccccc2)N(C)OC1(O)C(F)(F)F (configuration not stated)	56.2	1.3%	-0.2%	i	-11.6%	4.0%	0.8%	56	6.9%	i	0.2	0.9
18	O=C(Cn1nnc2ccccc21)N1CCCCC1	31.3	1.7%	-0.1%	i	-16.6%	4.8%	10.9%	84	-2.9%	i	1.2	3.5
19	COc1cc2c(cc1OC)[C@H](Cc1ccc(O)cc1)NCC2	12.0	0.9%	-0.1%	i	-25.6%	0.6%	-20.1%	73	-0.1%	i	1.3	2.6
20	CCN(CC)S(=O)(=O)c1cccc(C(=O)NCC2CCCO2)c1 (configuration not stated)	67.4	-5.2%	-0.2%	i	7.1%	-6.2%	-16.0%	56	8.3%	i	1.3	0.8
21	COc1ccc(-c2sc3ccc(OC)cc3c2C#CCCO)cc1	19.6	-0.5%	-0.3%	i	4.3%	11.2%	-87.7%[20 µM]	83	15.5%	i	0.4	17.3
22	Cc1ccc2oc(-c3ccc(NC(=O)CC(C)C)cc3)nc2c1	39.4	11.7%	-0.3%	i	-47.6%	4.0%	-17.1%	39	-47.5%	i	5.4	0.0
23	C=CCNCC#CCOc1ccc(OC)cc1	51.9	-6.4%	-0.1%	i	-1.7%	3.3%	18.3%	55	0.4%	i	1.1	1.2
24	CCCCCc1nnc(NC(=O)NS(=O)(=O)c2ccc(C)cc2)s1	35.1	-1.5%	.	i	-32.4%	-4.3%	-5.6%	47	-4.2%	i	0.3	-0.9
25	Cc1c(/C=N/NC(N)=O)c2ccccn2c1C(=O)c1ccc(F)cc1	11.0	7.6%	-0.4%	i	15.7%	-0.3%	12.0%	57	33.2%	i	0.4	4.3
26	Cc1ccc(COC(=O)CCc2nc3ccccc3c(=O)[nH]2)cc1	54.5	0.7%	-0.3%	i	-33.8%	9.3%	-18.8%	70	4.6%	i	0.4	3.8
27	COCc1cc(C)nc(SCC[N+](C)(C)CC(=O)Nc2cccc(C)c2)c1C#N	17.6	4.4%	0.0%	i	-26.0%	15.7%	-5.8%	58	3.6%	i	0.5	5.2
28	CCCC(C)NC(=O)/C=C/c1cccc([N+](=O)[O-])c1 (configuration not stated)	2.0	-0.9%	0.1%	i	-26.2%	9.7%	8.4%	71	-5.1%	i	0.7	-0.5
29	O=c1cc(CO)occ1OCc1cccc(F)c1	36.9	3.0%	-0.1%	i	-1.1%	7.0%	-32.5%	93	-13.9%	i	0.6	-0.2
30	CCCCNS(=O)(=O)c1cc2c3c(c1)CCN3C(=O)CC2	4.2	11.1%	-0.1%	i	-20.3%	10.1%	-5.1%	63	8.9%	i	7.5	0.0
31	COc1cccc(C(=O)NNC(=O)C2CCCO2)c1 (configuration not stated)	33.3	-5.7%	0.3%	.	14.4%	-3.5%	-35.7%	65	14.1%	i	.	-0.5
32	CCc1cccc(OCCCCNCCO)c1	50.6	10.5%	-0.1%	i	2.3%	16.1%	-34.8%	69	21.2%	i	1.1	-0.6
33	CC(C)Oc1ccccc1C1Nc2ccccc2C(=O)N1c1ccc2c(c1)OCCO2 (configuration not stated)	54.2	-2.2%	-0.1%	i	15.6%	-12.6%	21.4%	17	-66.6%	i	3.3	-0.6
34	O=S(=O)(c1cccc(Cn2nnc(-c3ccc(F)cc3)n2)c1)N1CCOCC1	61.8	0.3%	-0.1%	i	-11.8%	4.0%	-16.1%	54	18.3%	i	3.3	1.3
35	O=C1CC(c2ccco2)Sc2nc3ccccc3n21 (configuration not stated)	39.7	-1.4%	-0.2%	i	-35.5%	18.5%	10.6%	89	-38.4%	i	0.6	-1.4
36	O=C(c1c(F)cccc1F)N1CCC(O)(c2ccc(F)cc2)CC1	56.9	-5.5%	-0.1%	i	-11.4%	-28.3%	-15.3%[20 µM]	59	6.0%	i	1.0	-0.2
37	CN(C(=O)CCN1CCCO1)C1CCCN(Cc2ccccc2F)C1 (configuration not stated)	25.8	0.0%	-0.2%	i	-25.2%	11.0%	-9.9%	69	0.7%	i	3.3	1.2
38	COCCNC(=O)C(c1ccc(C)o1)N(Cc1ccc(F)cc1)C(=O)Cn1nnc2ccccc21 (configuration not stated)	34.3	1.8%	-0.3%	i	33.5%	11.8%	-26.9%	77	1.9%	i	2.8	1.3
39	CCCNS(=O)(=O)c1ccc2c(c1)CCCN2C(C)=O	40.2	2.1%	-0.2%	i	-16.6%	6.8%	-27.2%	60	-11.0%	i	0.5	0.6
40	Cc1ccc(N2CC(C(=O)N/N=C/c3sccc3C)CC2=O)cc1 (configuration not stated)	53.2	-2.7%	-0.2%	i	-9.6%	10.0%	7.1%	85	4.5%	i	1.6	0.0
41	Cc1ccc(-c2[nH]c3cc(C(N)=O)ccc3c(=O)c2O)cc1	23.5	-0.8%	0.4%	i	-4.3%	6.3%	16.3%	77	-1.3%	i	1.3	-2.7
42	O=c1c2cccnc2[nH]c(=S)n1CCCN1CCN(c2ccccc2F)CC1	16.5	5.5%	0.3%	i	-41.8%	20.0%	-5.1%	84	-55.5%	i	0.4	-0.2
43	CCOC(=O)C(c1ccccc1)C(Nc1ccc(Cl)c(Cl)c1)c1ccccn1 (configuration not stated)	45.4	-0.3%	0.3%	i	31.2%	-5.1%	-7.0%	37	-31.6%	i	1.2	0.5
44	COc1cccc(C(C(=O)Nc2ccc(F)cc2)N(C(=O)Cn2nnc3ccccc32)C2CC2)c1 (configuration not stated)	21.5	3.9%	0.0%	i	2.0%	32.1%	-13.0%	45	8.0%	i	1.3	-0.9
45	COc1cccc(NC(=O)CNC(=O)c2ccc(C)o2)c1	26.2	4.4%	-0.1%	i	-10.9%	5.6%	16.7%	48	7.0%	i	0.6	0.3
46	CC(C)c1ccc(NC(=O)CCN2C(=O)c3ccc([N+](=O)[O-])cc3C2=O)cc1	43.2	-5.2%	0.2%	i	-17.8%	23.3%	17.6%	56	11.6%	i	3.8	3.6
47	COc1cc(/C=C2\C(=N)N3N=C(S(C)(=O)=O)SC3=NC2=O)cc(OC)c1OCCOc1ccc(C)cc1	21.8	2.1%	0.0%	i	-3.9%	-17.5%	-16.1%	92	19.8%	i	0.9	11.8
48	CCC(C)NC(=O)NCc1ccccc1F (configuration not stated)	63.0	-6.0%	0.3%	i	-30.8%	1.9%	-28.5%[20 µM]	23	-1.0%	i	0.7	-1.4
49	Cc1ccccc1NC(=O)NC1(C(=O)NCc2ccco2)CCCCC1	14.1	-4.2%	-0.2%	i	-17.8%	10.5%	-13.2%	48	-6.4%	i	0.2	-0.7
50	O=C(O)CSc1nnc(-c2ccccc2)c(-c2ccccc2)n1	34.9	3.8%	-0.1%	i	-5.4%	17.2%	11.8%	54	7.5%	i	1.1	0.3
51	CN1C(=O)/C(=C2\SC(N3CCCCCC3)=NC2=O)c2ccccc21	11.6	-9.9%	0.5%	i	-15.7%	4.4%	16.0%	87	-2.8%	i	1.1	4.6

Some of the compounds tested (hit frequency here may not be typical).
